Screens (PubChem)
MsrA act = activators of bovine methionine sulfoxide reductase A; activation, % at 10.6 µM; 360,000 compounds, 0.3% hits; AID 602163; purified bovine MsrA, absorbance read-out; in the data active means activation above about 7.5%;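 further: 0% = vehicle and 100% = reference activator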
DNMT1 inh = inhibitors of human DNMT1. P26358. DNMT1 molecular beacon, Hinp1I cleavage, fluorescence. inhibition (reported as % activation of signal), % at 10 µM. 360,000 compounds, 0.83% hits. AID 588458; in the data active means inhibition above about 50%
E coli Lon inh = E. coli protease La inhibition | 360,000 compounds, 0.42% hits | P0A9M0 | AID 602123 | purified E. coli Lon protease, fluorescence polarization | inhibition, % at 7.94 µM; in the data active means inhibition above about 13%, passing the limit was not always enough;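 further: 0% = enzyme with probe and DMSO and 100% = no enzyme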
LMPTP block = blocks human LMPTP phosphatase | recombinant LMPTP-A, OMFP fluorogenic substrate, fluorescence intensity | 360,000 compounds, 0.22% hits | P24666 | inhibition, % at 20 µM;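 active means compounds that cut the enzyme signal by at least half of the control window in the single-dose screen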;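 further: plate controls were DMSO wells with enzyme plus substrate for no effect and substrate without enzyme for full effect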
Target sequence (P24666 whole entry, looked up): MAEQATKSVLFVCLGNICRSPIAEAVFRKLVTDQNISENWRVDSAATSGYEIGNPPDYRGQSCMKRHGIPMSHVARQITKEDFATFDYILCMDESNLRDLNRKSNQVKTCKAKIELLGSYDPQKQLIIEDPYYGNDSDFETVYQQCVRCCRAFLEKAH
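Assay system: LMPTP-A enzyme. Input: 0.625 nM LMPTP-A final. Probe or stimulus: 400 µM OMFP. Compound dosing: single 20 µM dose. Schedule: 50 min dark incubation at room temperature. Detection: fluorescence intensity of OMFP turnover product. Read-out: percent inhibition versus substrate-only and uninhibited controls. Benchmarks: no-enzyme low control, uninhibited high control.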
SUMO1-SIM PPI = alters human SUMO1 binding to SIM partners; P63165; SUMO1 binding to a labelled peptide, TR-FRET, 1 h; inhibition, % at 20 µM; 360,000 compounds, 0.33% hits; AID 602429; in the data active means inhibition above about 37%
Target sequence (P63165 whole entry, looked up): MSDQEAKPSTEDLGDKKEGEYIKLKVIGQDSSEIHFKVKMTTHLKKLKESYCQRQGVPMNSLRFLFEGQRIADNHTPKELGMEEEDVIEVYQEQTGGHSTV
MsrA inhibitor = bovine MsrA inhibition; purified bovine MsrA, absorbance read-out; 360,000 compounds, 0.75% hits; AID 651718; inhibition, % at 15.5 µM; in the data active means inhibition above about 4.5%;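 further: 0% = vehicle wells with enzyme and 100% = reference inhibitor wells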
STEP block = blocks human striatal-enriched tyrosine phosphatase | recombinant STEP, OMFP fluorogenic substrate, fluorescence | AID 588621 | 360,000 compounds, 0.25% hits | inhibition, % at 20 µM | P54829;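 active means inhibition at 20 µM, scaled per plate between control wells, above about 37%, limit read from the data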;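 further: 0% = DMSO with enzyme and substrate and 100% = substrate only without enzyme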
Target sequence (P54829 whole entry, looked up): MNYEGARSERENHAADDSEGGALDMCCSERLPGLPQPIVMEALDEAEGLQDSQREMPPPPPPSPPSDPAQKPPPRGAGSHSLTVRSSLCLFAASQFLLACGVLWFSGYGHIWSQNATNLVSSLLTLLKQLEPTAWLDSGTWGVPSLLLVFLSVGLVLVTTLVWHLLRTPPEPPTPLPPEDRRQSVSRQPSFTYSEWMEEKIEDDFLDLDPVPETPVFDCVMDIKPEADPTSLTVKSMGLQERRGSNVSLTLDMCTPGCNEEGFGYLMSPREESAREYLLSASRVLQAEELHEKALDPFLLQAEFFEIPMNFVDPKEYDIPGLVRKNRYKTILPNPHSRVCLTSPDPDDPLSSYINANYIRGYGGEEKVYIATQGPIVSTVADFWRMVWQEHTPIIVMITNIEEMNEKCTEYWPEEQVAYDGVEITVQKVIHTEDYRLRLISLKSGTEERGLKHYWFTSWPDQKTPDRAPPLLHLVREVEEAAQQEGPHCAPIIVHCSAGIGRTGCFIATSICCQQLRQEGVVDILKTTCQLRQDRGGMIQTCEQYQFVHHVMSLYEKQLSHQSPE
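Test system: STEP tyrosine phosphatase / Reagent: OMFP at 25 µM / Doses: 20 µM, 1% DMSO / Read-out: percent inhibition scaled to no-enzyme and uninhibited-enzyme controls, plate-pattern corrected / Detection: FITC-channel fluorescence of OMFP product / Medium: Bis-Tris buffer pH 6.0, 2.5 mM DTT, 0.005% Tween 20 / Schedule: 20 min at room temperature, dark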
CendR NRP1 mod = alters CendR peptide binding to human NRP-1. inhibition, % at 25 µM. O14786. 360,000 compounds, 0.85% hits. FAM-RPARPAR peptide binding to NRP-1, fluorescence polarization. AID 602438;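 active means inhibition or corrected inhibition above about 18%, plus a signal ratio from 0.5 to 1.5, limit read from the data, passing the limit was not always enough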; further: strong numbers were not always called active
Tb MetRS inh = blocks T. brucei methionyl-tRNA synthetase activity; purified T. brucei MetRS, ATP depletion, Kinase-Glo luminescence; inhibition, % at 11.9 µM; 360,000 compounds, 0.4% hits;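 active means inhibition above a per-plate cutoff of the control wells' mean inhibition plus 3 SD, cut at about 5.5% in these data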;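 further: 0% = DMSO wells median and 100% = median of wells with control inhibitor compound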
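Dosing: 11.9 µM single point; system: parasite MetRS enzyme; technique: luminescence of leftover ATP; times: 15 min enzyme-compound preincubation, 2 h reaction, 10 min detection, 25 °C; replicates: each compound tested once; read-out basis: percent inhibition relative to median high and low control wells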
Scp1 inh = blocks human Scp-1 phosphatase activity; Q9GZU7; 340,000 compounds, 0.88% hits; Recombinant Scp1, phosphopeptide, malachite green phosphate absorbance; inhibition, % at 20 µM;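 active means inhibition above about 50% at 20 µM, limit read from the data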;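 further: plate controls were DMSO wells with enzyme for no effect and wells lacking enzyme for full effect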
Target sequence (Q9GZU7 76-261 limits assumed): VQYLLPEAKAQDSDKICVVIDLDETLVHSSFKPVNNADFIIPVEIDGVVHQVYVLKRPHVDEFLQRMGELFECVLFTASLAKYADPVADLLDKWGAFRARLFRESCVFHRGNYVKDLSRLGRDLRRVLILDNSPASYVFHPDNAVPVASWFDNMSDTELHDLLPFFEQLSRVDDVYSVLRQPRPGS
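Incubation: 45 min enzyme reaction at room temperature / System: truncated SCP-1 phosphatase (76-261aa) / Reagent: Phospho 17-mer peptide substrate / Buffer or medium: Acidic Tris acetate buffer with magnesium and detergent / Signal: absorbance at 630 nm / Doses: one concentration, 20 µM, with 1.0% DMSO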
Active calls of the source: *; nt = no result given.

SMILES	MsrA act	DNMT1 inh	E coli Lon inh	LMPTP block	SUMO1-SIM PPI	MsrA inhibitor	STEP block	CendR NRP1 mod	Tb MetRS inh	Scp1 inh
CC(Oc1ccc2c3c(c(=O)oc2c1)CCC3)C(=O)N[C@@H](Cc1ccccc1)C(=O)O (stereo partly specified)	-3	-1	3	-1.9	8	1.9	1	5	0.9	4
Cc1nccn1CC(=O)N/N=C/c1ccccc1O	-8	3	15	1.7	-2	3.0	-2	-6	-1.1	-7
COc1ccc(-c2nnc(SCC(=O)N3CCCc4ccccc43)o2)cc1OC	2	0	0	0.6	4	-0.4	0	9	-0.4	0
Cc1ccc(-n2c(SCC(=O)Nc3cccc(S(N)(=O)=O)c3)nc3ccccc32)cc1	-9	-3	8	0.9	0	0.1	3	12	-0.7	8
C/C(=N\Nc1ccc(Cl)c(Cl)c1)c1ccc(-n2ccnc2)cc1	-3	-33	-17	7.1	-1	2.3	0	-6	-0.5	6
CC1=C(NCCc2ccccc2)CCC1=O	3	4	-5	-0.2	-1	-0.3	-2	2	-0.3	-8
CCn1c(=O)c(C(=O)CN2CC(C)OC(C)C2)c(N)n(Cc2ccccc2)c1=O (stereo unspecified)	-4	-1	-7	-0.9	-1	3.0	14	-7	0.2	-18
CC1=C(C/C=C(\C)CCCC(C)CCCC(C)CCCC(C)C)C(=O)c2ccccc2C1=O (stereo unspecified)	0	25	5	0.5	-4	-0.3	0	-3	-0.8	-6
CCCCN(CCCC)CCNC(=O)c1cn(CC)c2ccc(S(=O)(=O)N3CCCC3)cc2c1=O	-3	2	0	1.8	-3	0.7	-2	11	0.1	2
CN(c1ccccc1)C(c1ccc(F)cc1)c1nnnn1CC1CCCO1 (stereo unspecified)	-10	-2	-1	-0.3	-2	0.4	0	5	-0.8	-5
CCCCn1c(N)c(N(CC)C(=O)c2cc(CC)c(C)s2)c(=O)[nH]c1=O	-5	3	-17	-1.9	2	0.5	-1	-2	-0.3	-1
COc1ccc(C(=O)Nc2nc3ccccc3s2)cc1	0	2	-9	0.6	-1	-1.0	-2	6	0.8	-2
O=C(O)CSc1nnc(-c2ccccc2)o1	0	0	-3	-2.8	-1	0.0	-1	21	-0.5	-2
CS(=O)(=O)N1CCc2cc(C(=O)N3CCN(c4cccc(Cl)c4)CC3)ccc21	-4	0	-10	-0.9	2	0.0	0	-11	0.1	-3
O=C(c1[nH]c(C(F)(F)F)nc1-c1ccccc1)N1CCCCC1	-3	3	-19	-2.4	3	0.4	3	15	-1.3	nt
COc1ccccc1/C=C/C(=O)N1CCOCC1	-2	1	-1	-0.1	-2	0.8	-2	5	-0.5	-3
COc1ccc(C2C(Oc3ccccc3)C(=O)N2c2ccc(C)c(C)c2)cc1OC (stereo unspecified)	-1	-4	-1	3.6	-4	-0.1	0	10	-1.6	-13
CN1CC2CCCC3(C1)C(=O)NC1(CCCCC1)N=C23 (stereo unspecified)	-5	19	-13	0.0	0	nt	0	-1	-1.5	-9
CCCCn1c(N)c(N(CCC(C)C)C(=O)c2sc3nc4n(c(=O)c3c2C)CCC4)c(=O)[nH]c1=O	-3	1	1	-0.2	2	-0.1	-1	13	0.0	-8
O=C(COC(=O)CC1SC(N2CCCC2)=NC1=O)Nc1c(F)c(F)c(F)c(F)c1F (stereo unspecified)	-10	3	9	1.0	0	1.4	-4	-2	-0.5	1
COc1ccc(NS(=O)(=O)c2cc3c(cc2C)N(C)CCO3)cc1	-2	1	-8	-0.3	-3	0.0	3	8	-0.3	-1
COc1ccc(NC(=O)C2CCCNC2)cc1OCC(C)C (stereo unspecified)	-3	1	-6	-1.1	0	0.5	4	10	-0.2	3
CC(C)(C)OC(=O)[C@H](Cc1ccccc1)NC(=O)c1nc[nH]c1C(=O)N[C@@H](Cc1ccccc1)C(=O)OC(C)(C)C	-5	-16	11	2.1	3	1.4	1	13	-0.1	-4
O=C(NN1C(=O)c2ccccc2C1=O)C1CCCCC1	0	4	-8	0.9	-8	-0.6	0	15	-0.1	0
O=C(NCCN1CCOCC1)C1CC(=O)N(c2cccc(C(F)(F)F)c2)C1 (stereo unspecified)	-3	0	-9	-1.9	-1	-0.1	0	9	0.0	-3
COc1cc(OC)cc(C(=O)N(CCCN2C(=O)c3cccc4cccc(c34)C2=O)c2cccc(OC)c2)c1	-2	-16	1	6.7	-2	0.9	4	-11	-0.7	-12
COc1ccccc1C(=O)NCc1ccc(-c2nc3ccccc3s2)cc1	-9	2	4	-0.4	-1	-1.0	-4	-1	-0.8	-3
CCCOc1cccc(C(=O)N/N=C/c2ccoc2)c1	-5	9	-1	1.7	2	-0.5	3	-11	-0.4	40
O=C(Cn1nc(-c2ccccc2)oc1=O)OCC(=O)c1ccc(F)c(F)c1	-5	2	2	-0.6	-1	0.0	0	-12	-0.5	-6
O=C(CSc1nc2ccccc2c(=O)n1CC1CCCO1)Nc1ccccc1 (stereo unspecified)	-3	0	2	0.1	1	-0.2	-3	4	-1.1	-4
CN(C(=O)c1ccc(Br)o1)C1(C)CCS(=O)(=O)C1 (stereo unspecified)	-2	2	1	-0.4	-2	-0.2	-2	4	-0.5	1
Cn1c(SCC(=O)NCc2cccs2)nnc1-c1ccncc1	-3	-5	4	-1.6	0	-0.1	0	-26	-0.2	2
O=C(COC(=O)c1cc(S(=O)(=O)N2CCCC2)ccc1O)Nc1ccc(F)cc1F	-4	-1	1	-0.1	-3	0.6	1	10	-0.5	-6
COc1ccc(Br)c(C(=O)OCC(=O)NC2CC2)c1	-1	3	9	-1.8	3	-1.6	-2	17	-0.2	-3
CCCn1c(CN2CCN(c3cccc(Cl)c3)CC2)nc2c1c(=O)n(C)c(=O)n2C	-1	-4	-7	-0.1	4	-0.2	1	-15	0.0	2
CCOC(=O)N1CCN(Cc2nc3cc(NC(=O)c4cccs4)ccc3n2CC)CC1	3	2	-2	0.8	6	0.9	-1	6	-0.2	-7
COC(=O)C(C)n1cnc2c(nnn2-c2ccc(C)cc2)c1=O (stereo unspecified)	-5	5	-7	-0.7	-1	-0.7	2	0	-0.2	11
O=c1c2ccccc2nc(SCc2ccncc2)n1CC1CCCO1 (stereo unspecified)	0	2	-24	0.1	-3	2.1	-2	-1	0.0	2
COc1ccc(Nc2nc(N3CCOCC3)nc(N3CCOCC3)n2)cc1	-10	2	-10	-1.0	4	1.0	-1	8	1.2	2
CC1(C)CC(=O)C(CC2=C(N)CC(C)(C)CC2=O)=C(N)C1	4	1	-2	2.3	4	-0.4	-1	-5	-0.2	-8
COc1ccccc1Nc1ccc(C(=O)NC2CCCCC2)cn1	-2	0	-9	0.8	2	1.3	-3	-10	0.1	0
N#CCCN(Cc1cccnc1)C(=S)Nc1ccccc1Cl	-8	2	10	-2.6	-6	1.1	-3	-1	-0.2	-1
O=C(CC(=O)Nc1ccc(Cl)cc1Cl)Nc1ccc(Cl)cc1Cl	-4	3	-2	-1.2	1	0.3	-2	6	-0.7	-12
C/C(=C\c1ccccc1F)C1Nc2cccc3cccc(c23)N1	-4	-8	-8	4.9	-7	-0.2	2	11	-0.2	2
Cc1cccc(N(C(=O)CNC(=O)c2ccco2)C(C(=O)NC2CCCC2)c2cccnc2)c1C (stereo unspecified)	-2	-1	0	0.7	3	-0.8	3	1	-0.6	-8
Cc1[nH]c2ccccc2c1C(=O)NS(=O)(=O)Nc1ccc(F)cc1	-3	0	-7	-0.2	2	2.0	-2	4	0.0	1
Cc1ccc(CN2CC(C(=O)NCCCn3nc(C)cc3C)CC2=O)cc1 (stereo unspecified)	-2	-3	6	-1.5	-1	-0.8	1	-10	-0.3	-6
CN(C)S(=O)(=O)N1CCC(Oc2ccc(C(=O)N3C[C@@H]4CCC[C@H]3C4)cc2)CC1	-2	1	-4	-0.2	-4	0.1	0	7	-0.3	0
COc1cc(/C=N/N2CCCCC2)cc([N+](=O)[O-])c1O	-1	4	-7	-0.5	-39	1.3	1	17	-0.7	12
CN(C)c1nc(N)nc(CSc2nc3cc(Cl)ccc3o2)n1	-2	13	-6	0.2	-4	-1.1	0	-63	-0.5	9

Carrying on:
SMILES	MsrA act	DNMT1 inh	E coli Lon inh	LMPTP block	SUMO1-SIM PPI	MsrA inhibitor	STEP block	CendR NRP1 mod	Tb MetRS inh	Scp1 inh
COc1ccc(COc2cc(-c3cccc(OC)c3)nc3ccc(NC(=O)c4ccc(Cl)cc4)cc23)cc1	2	-2	-5	6.9	-1	-0.3	6	1	-0.1	9
CC1(C)Cc2ccccc2-c2nnc(-c3ccccn3)n21	-2	0	9	-1.6	2	-1.1	2	4	-0.5	0
CC(NC(=S)NC1CCCCC1)C(c1cccs1)N1CCOCC1 (stereo unspecified)	-5	1	0	-4.3	-3	0.3	15	-3	-0.6	1
Cc1cccc(NC(=O)CSc2ccc(-c3ccccn3)nn2)c1C	-2	1	-1	-1.4	0	0.6	0	-11	-0.4	-7
Fc1cccc(NC(=S)Nc2ccc(Br)cc2)c1	-6	-1	-4	2.2	-4	0.4	-1	-1	-0.6	-2
CC(=O)OCC(=O)Nc1ccc(SC(F)F)cc1	-9	4	1	0.1	-1	-0.1	-2	-12	-1.4	6
CCOC(=O)C[C@@H]1OC[C@H](C)N1S(=O)(=O)c1ccc(C)cc1	nt	nt	nt	-1.2	-5	2.9	nt	6	-0.8	nt
O=C(NC(NC(=O)c1ccccc1)c1cccc([N+](=O)[O-])c1)c1ccccc1	-1	-2	-3	0.1	-8	0.4	-1	-2	-0.1	1
CC(/C=C/c1ccc2c(c1)OCO2)=N\NC(=O)COc1ccccc1C	-4	5	0	1.1	-9	3.1	2	-12	-0.8	-9
Cc1c(Br)c([N+](=O)[O-])nn1C(C)C(=O)Nc1nccs1 (stereo unspecified)	4	2	0	-1.3	-5	-0.2	0	-2	0.9	-1

In another format: 4 of the compounds above
Every second line gives: MsrA act, DNMT1 inh, E coli Lon inh, LMPTP block, SUMO1-SIM PPI, MsrA inhibitor, STEP block, CendR NRP1 mod, Tb MetRS inh, Scp1 inh
- CCOC(=O)C[C@@H]1OC[C@H](C)N1S(=O)(=O)c1ccc(C)cc1
    nt, nt, nt, -1.2, -5, 2.9, nt, 6, -0.8, nt
- Cc1cccc(NC(=O)CSc2ccc(-c3ccccn3)nn2)c1C
    -2, 1, -1, -1.4, 0, 0.6, 0, -11, -0.4, -7
- CC1(C)Cc2ccccc2-c2nnc(-c3ccccn3)n21
    -2, 0, 9, -1.6, 2, -1.1, 2, 4, -0.5, 0
- O=C(NC(NC(=O)c1ccccc1)c1cccc([N+](=O)[O-])c1)c1ccccc1
    -1, -2, -3, 0.1, -8, 0.4, -1, -2, -0.1, 1
